From PubChem
ADAM17 inh – ADAM17 inhibition, QFRET primary screen | P78536 | recombinant ADAM17, EDANS/DABCYL FRET peptide cleavage | inhibition, % at 6.95 µM | 0.83% of 370,000 active | AID 720648;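 active = inhibition above the mean of compounds lying between control limits plus 3 SD, set per campaign, cut at about 8.5% in these data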;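 note: 0% = DMSO-only wells as the low control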
hcDAF-12 act – activators of H. contortus DAF-12 nuclear receptor. HEK293 hcDAF-12 lit1-tk-luc reporter, luminescence; 0% DMSO, 100% Δ7-dafachronic acid. activation, % at 6.8 µM. 1.4% of 370,000 active;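 active = activation above the mean of all tested compounds plus 3 SD, cut at about 5.5% in these data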;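 note: 100% = response to 3 µM Δ7-dafachronic acid high control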
FXN GAA850 act – activators of GAA850 frataxin (FXN) promoter. HEK293 lucGAA850 FXN promoter luciferase reporter, 24 h; percent of 10 µM SAHA response. activation, % at 6 µM. 0.56% of 360,000 active. AID 540364;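 active = activation above the average of all compounds screened plus 3 SD, cutoff fixed separately per campaign, cut at about 7.5% in these data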;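 note: 0% = DMSO wells and 100% = 10 µM SAHA wells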
DAX1 inh-1 – DAX1 (NR0B1) inhibition, primary screen; AID 652010; HEK293T StAR-luciferase reporter, SF-1/DAX-1 repression relief; 1.1% of 370,000 active; inhibition, % at 6.8 µM;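 active = inhibition above the mean over all tested compounds plus 3 SD, cut at about 3.6% in these data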;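 note: 0% = DAX-1 cells with DMSO and 100% = cells lacking DAX-1 with DMSO; higher inhibition means more luminescence from relief of DAX-1 repression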
PLC-beta3 inh – PLC-beta3 (human) inhibition, primary screen. Purified PLC-beta3, fluorogenic substrate, fluorescence. AID 720704. inhibition, % at 12.2 µM. Q01970. 0.18% of 370,000 active; in the data active = inhibition above about 11%;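 note: 0% = median of compound wells on plate and 100% = full blocker control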
Target sequence (Q01970 whole entry, looked up): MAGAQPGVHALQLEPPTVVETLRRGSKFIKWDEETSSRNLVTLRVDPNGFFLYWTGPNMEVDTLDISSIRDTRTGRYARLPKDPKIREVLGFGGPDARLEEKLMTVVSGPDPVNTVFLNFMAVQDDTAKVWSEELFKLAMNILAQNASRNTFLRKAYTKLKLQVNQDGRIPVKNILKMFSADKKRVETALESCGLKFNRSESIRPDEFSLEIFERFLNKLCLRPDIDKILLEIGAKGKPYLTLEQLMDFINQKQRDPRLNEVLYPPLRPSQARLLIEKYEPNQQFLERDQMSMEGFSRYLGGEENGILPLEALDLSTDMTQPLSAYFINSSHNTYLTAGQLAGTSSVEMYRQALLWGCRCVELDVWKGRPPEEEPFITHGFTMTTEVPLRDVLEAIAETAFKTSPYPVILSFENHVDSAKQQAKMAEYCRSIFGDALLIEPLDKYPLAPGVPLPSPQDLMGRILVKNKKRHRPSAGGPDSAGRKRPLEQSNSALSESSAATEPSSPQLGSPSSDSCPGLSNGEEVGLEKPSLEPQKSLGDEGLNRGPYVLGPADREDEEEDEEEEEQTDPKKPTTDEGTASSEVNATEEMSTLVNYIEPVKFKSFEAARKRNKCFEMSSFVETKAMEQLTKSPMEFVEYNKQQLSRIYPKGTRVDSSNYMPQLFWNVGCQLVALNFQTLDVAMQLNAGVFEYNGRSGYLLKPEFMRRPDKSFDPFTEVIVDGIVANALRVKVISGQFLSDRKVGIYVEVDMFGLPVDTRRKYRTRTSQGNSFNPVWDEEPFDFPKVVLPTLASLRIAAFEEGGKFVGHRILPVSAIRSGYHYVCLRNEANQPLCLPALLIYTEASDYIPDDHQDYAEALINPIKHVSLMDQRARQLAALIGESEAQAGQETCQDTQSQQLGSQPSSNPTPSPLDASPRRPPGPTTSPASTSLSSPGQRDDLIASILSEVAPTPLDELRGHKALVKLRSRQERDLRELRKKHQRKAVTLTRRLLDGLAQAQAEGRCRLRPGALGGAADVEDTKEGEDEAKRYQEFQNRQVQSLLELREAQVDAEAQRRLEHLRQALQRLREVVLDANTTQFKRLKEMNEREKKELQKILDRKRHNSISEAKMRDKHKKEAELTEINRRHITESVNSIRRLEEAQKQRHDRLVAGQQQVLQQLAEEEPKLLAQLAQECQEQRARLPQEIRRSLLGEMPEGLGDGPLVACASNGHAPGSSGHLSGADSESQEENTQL
PLCg1 inh – inhibitors of human phospholipase C gamma1. P19174. purified PLC-gamma1, fluorogenic substrate, fluorescence. inhibition, % at 12.2 µM. 0.84% of 370,000 active; in the data active = inhibition above about 9.5%
ADAM10 inh – ADAM10 inhibition, QFRET primary screen | 0.62% of 370,000 active | inhibition, % at 7 µM | AID 720582 | recombinant ADAM10, EDANS/DABCYL FRET peptide cleavage, 3 h;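 active = inhibition above a per-campaign cutoff equal to the mean of compounds falling between control-based bounds plus 3 SD, cut at about 20% in these data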;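 note: 0% = DMSO wells while the 100% control is not disclosed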
hgDAF12 agonist – hgDAF-12 agonism, primary luciferase screen; HEK293 GAL4-hgDAF12 UAS-luciferase reporter, agonist luminescence; normalized to butyrate control; activation, % at 6.8 µM; 1.8% of 370,000 active;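 active = activation above a cutoff set at the mean of all screened compounds plus 3 SD, cut at about 10% in these data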;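 note: 0% = DMSO wells and 100% = sodium butyrate wells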
DAX1 inh-2 – inhibits human nuclear receptor DAX1; inhibition, % at 6.75 µM; HEK293 Gal4-DAX1 luciferase reporter, luminescence; 0.99% of 340,000 active; P51843; AID 504766;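 active = inhibition above the mean over all tested compounds plus 3 SD, cut at about 4.2% in these data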;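 note: 0% = DAX1-transfected cells with DMSO and 100% = empty-vector control cells with DMSO; inhibition shows as a rise in luminescence from relieved DAX1 repression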
HGIII-sPLA2 inh – Inhibits HGIII-sPLA2 liposome hydrolysis, primary screen | Q9NZ20 | QFRET BODIPY PC-A2 liposome hydrolysis, fluorescence | inhibition, % at 12.2 µM | 0.56% of 370,000 active | AID 743126;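 active = inhibition above mean plus 3 SD of compounds lying within the high and low control bounds, cut at about 19% in these data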;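 note: 0% = median of test compound wells and 100% = no enzyme DMSO wells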
ssDAF12 agonist – activates DAF-12 receptor from parasite S. stercoralis; activation, % at 6.8 µM; HEK293 ssDAF-12/GRIP1 lit1-tk-luc reporter, luminescence; % of 3 µM dafachronic acid response; 1% of 370,000 active;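 active = activation above the mean over all tested compounds plus 3 SD, cut at about 0.9% in these data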;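 note: 0% = DMSO-only wells and 100% = 3 µM delta7-dafachronic acid wells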
Starred values were filed as active, the others as inactive; · = no result given.

compound,ADAM17 inh,hcDAF-12 act,FXN GAA850 act,DAX1 inh-1,PLC-beta3 inh,PLCg1 inh,ADAM10 inh,hgDAF12 agonist,DAX1 inh-2,HGIII-sPLA2 inh,ssDAF12 agonist
C[C@@H](C(=O)Nc1ccc(SC(F)F)cc1)N1C(=O)C2CCCCC2C1=O (some centres undefined),0,-1.2,-0.5,-0.2,4,1,9,0.1,-1.0,-10,-0.7
CCC1CN(S(=O)(=O)c2ccc3c(c2)NC(=O)CC(=O)N3)c2cc(Cl)ccc2O1 (centres undefined),0,-1.4,-1.6,-0.3,-4,1,-2,-2.7,0.9,-26,-0.8
Cc1nn(-c2cccc(Cl)c2)c2nc(C(F)(F)F)[nH]c(=O)c12,-2,-3.2,-1.1,-0.5,-1,-1,-5,1.8,0.2,-3,-0.7
S=c1[nH]nc(CN2CCCCC2)n1Cc1ccccc1,-1,-0.5,-1.5,0.2,-4,-2,-12,1.2,-0.2,8,-1.5
CCC(C)NC(=O)C(Cc1ccccc1)NS(=O)(=O)c1ccc2c(c1)oc(=O)n2C (centres undefined),0,0.8,-0.6,0.1,2,0,-4,2.3,-0.1,2,-1.3
C=CCNS(=O)(=O)c1ccc2nsnc2c1,-4,0.4,1.1,0.2,-3,-1,-1,0.7,-1.8,7,-0.8
COc1ccc(OC)c(C2N(c3ccc(Cl)cc3)C(=O)C3CCCN32)c1 (centres undefined),-1,0.5,-1.0,-0.3,-32,-24,-14,2.7,-0.1,-1,0.4
O=C(Nc1ccc2nc3n(c(=O)c2c1)CCCC3)c1ccc(Cl)nc1,-3,-2.3,-0.7,-1.2,0,1,-12,1.2,-2.0,0,-0.9
CCOC(=O)C1C(c2cccs2)NC(=O)N(C)C1(O)C(F)(F)F (centres undefined),2,-0.5,-1.3,-0.4,4,3,8,0.4,1.1,5,-1.0
CCN(c1ccc(OC)cc1)S(=O)(=O)c1ccc(-c2cc(C)no2)s1,6,-2.8,-0.2,0.0,-7,-2,18,0.7,0.3,-8,-2.0
O=C(CN(CCc1ccccc1)C(=O)Cn1nnc(-c2cccs2)n1)NCc1ccco1,-3,-2.4,-0.4,0.0,-1,0,-4,-1.6,-0.5,-22,-1.6
O=C(Nc1ccc(Cl)cc1)Nc1ccc2c(c1)OCO2,-7,5.7*,3.7,6.4*,-4,2,-1,12*,1.4,-2,0.0
CCC1SC2=NC(C)=C(C(=O)OCCOC)C(/C=C/c3ccccc3OC)N2C1=O (centres undefined),0,-2.4,0.6,-0.9,0,0,4,1.3,0.2,-14,-1.4
Cc1ccc(-n2ncc3c(=O)n(CC(=O)N4CCCc5ccccc54)cnc32)cc1C,-1,-1.4,-4.5,-0.6,2,0,-3,-1.4,0.3,8,-0.8
Nn1c(SCC(=O)Nc2cc(C(F)(F)F)ccc2Cl)nncc1=O,2,0.2,2.9,-3.2,0,3,-2,0.9,-0.1,4,-0.8
C=CCN(C(=O)c1csnn1)C(C(=O)NC(C)(C)C)c1ccncc1 (centres undefined),0,0.6,0.2,0.5,0,1,-1,-1.5,-0.1,2,-1.0
CCOCc1cnc(C)nc1NCC(=O)c1c(C)[nH]c2cc(C)ccc12,-1,-0.8,-0.4,0.2,5,2,5,-0.9,1.0,2,-1.4
COCCOC(=O)C1=C(C)NC(SCC(=O)NC(C)(C)C)=C(C#N)C1c1ccco1 (centres undefined),-10,-2.0,-0.7,-2.4,-38,-31,-40,-3.7,-1.6,-16,-1.4
CC1Cn2c(Cc3ccccc3)nnc2S1 (centres undefined),5,-0.7,·,0.0,14*,8,1,2.4,·,8,-1.1
Cc1ccc(CSc2ccc(-c3ccco3)nn2)cc1,1,4.8,6.2,1.1,0,2,7,9.5,0.1,11,-0.3
Cc1ccc(/C(=N\O)c2oc3c(C)c4oc(=O)cc(C)c4cc3c2C)cc1,3,-2.9,1.2,-0.5,-36,-32,-30,-0.8,0.3,-10,-1.1
O=C(Cn1c(-c2cscn2)nc2ccccc21)Nc1ccc(Cl)cc1,-4,-1.2,-1.8,-1.2,2,1,-2,2.7,-0.7,-7,-1.1
Clc1cccc(CNc2ccn3nc(-c4ccc(OCCN5CCOCC5)cc4)cc3n2)c1,-27,-3.3,-1.2,-3.4,-75,-51,-102,-4.8,·,-38,-1.9
O=C(NC(=S)Nc1ccccc1N1CCCCC1)c1ccco1,7,0.7,2.8,0.3,1,8,8,0.2,-1.8,6,-0.9
Cc1ccc2cc(CN(CCCO)S(=O)(=O)c3cccc4nsnc34)c(=O)[nH]c2c1C,4,1.9,-0.4,0.0,-19,-14,2,2.3,2.8,0,0.2
Cc1cc(NC(=O)/C=C/C(=O)N(c2ccccc2C)C(C(=O)NC2CCCC2)c2ccc(F)cc2)no1 (centres undefined),1,0.1,2.5,-0.5,4,3,4,-2.0,-1.0,3,-0.6
CCOc1cc(NC(=O)C2CCCCC2)c(OCC)cc1NC(=O)c1ccco1,-1,-1.6,0.7,0.0,0,3,11,-0.9,1.2,10,-0.3
O=C(NCCNS(=O)(=O)c1ccc(C(F)(F)F)cc1)N1CCOCC1,-1,-1.8,0.6,-0.1,-4,2,-3,2.2,0.2,-2,-1.6
CC(=O)Nc1ccc(N(C(=O)c2ccco2)C(C(=O)NC2CCCC2)c2ccc(N3CCOCC3)cc2)cc1 (centres undefined),-1,-1.1,1.0,0.0,1,1,1,1.4,0.3,0,-0.7
COc1ccc(C(=O)NCC2CCCN2S(=O)(=O)c2cccs2)cc1OC (centres undefined),0,0.5,3.2,0.8,-4,2,-1,-2.6,1.3,-3,-1.1
CSc1ncc(CN2CCCCC2C(=O)Nc2ccc(Oc3ccccc3)nc2)cn1 (centres undefined),0,-1.7,-0.7,-1.4,-6,5,1,-3.2,-0.3,-10,-1.0
COc1ccccc1CCC(=O)NNC(=O)c1ccccc1,-3,5.1,1.7,-0.2,1,1,-8,1.3,-0.5,-1,-1.2
Cc1c(Cl)cccc1NC(=S)C(=C([O-])c1ccc(Cl)s1)[n+]1ccccc1,0,1.0,-1.8,0.2,-2,-3,-10,-0.3,1.2,1,-0.1
COc1ccc(-c2ccc(C#N)c(SCC(=O)Nc3sc4c(c3C#N)CCC4)n2)cc1,-10,1.2,-0.4,-1.0,-50,-46,-26,1.6,0.1,1,-0.7
CC(C)(C)NC(NC(=O)Cc1ccccc1)C(Cl)(Cl)Cl (centres undefined),-5,-1.7,-1.1,0.1,3,2,3,2.8,-0.2,7,-0.7
CCNc1ccc(N=Nc2c(C)n(C)n(-c3ccccc3)c2=O)cc1,1,3.4,8.4*,-0.1,-4,2,-4,1.3,·,7,0.3
O=C(CSc1nnc(NC(=O)c2ccccc2Cl)s1)NC1CC1,-3,5.6*,4.2,1.0,-12,-3,3,7.1,2.0,7,-0.3
O=C(Nc1nc2ccccc2s1)C1CCN(S(=O)(=O)c2cc([N+](=O)[O-])ccc2Cl)CC1,6,-1.6,-7.2,-2.4,-5,3,18,5.1,-4.7,0,-1.8
COc1ccc(CNC(=O)C2CCN(S(=O)(=O)c3ccc4c(c3)NC(=O)CO4)CC2)cc1,-1,-2.9,0.0,0.9,-5,2,2,-0.2,0.1,-6,-1.1
Cc1c(C(=O)N2CCCCC2)c(S(=O)(=O)N2CCc3ccccc32)c(C)n1C,-2,0.6,0.8,0.5,-5,1,-2,-1.8,0.2,1,0.1

A draw from above in order of length of the SMILES, low to high.
compound,ADAM17 inh,hcDAF-12 act,FXN GAA850 act,DAX1 inh-1,PLC-beta3 inh,PLCg1 inh,ADAM10 inh,hgDAF12 agonist,DAX1 inh-2,HGIII-sPLA2 inh,ssDAF12 agonist
COc1ccccc1CCC(=O)NNC(=O)c1ccccc1,-3,5.1,1.7,-0.2,1,1,-8,1.3,-0.5,-1,-1.2
C=CCN(C(=O)c1csnn1)C(C(=O)NC(C)(C)C)c1ccncc1 (centres undefined),0,0.6,0.2,0.5,0,1,-1,-1.5,-0.1,2,-1.0
C[C@@H](C(=O)Nc1ccc(SC(F)F)cc1)N1C(=O)C2CCCCC2C1=O (some centres undefined),0,-1.2,-0.5,-0.2,4,1,9,0.1,-1.0,-10,-0.7

Remaining list, next part.
compound,ADAM17 inh,hcDAF-12 act,FXN GAA850 act,DAX1 inh-1,PLC-beta3 inh,PLCg1 inh,ADAM10 inh,hgDAF12 agonist,DAX1 inh-2,HGIII-sPLA2 inh,ssDAF12 agonist
CC1(C)Cc2c(sc3nc4n(c(=N)c23)CCC4)CO1,4,1.5,-1.0,-0.5,6,5,-4,1.5,-0.3,13,-0.8
Cc1ccc(C=O)c([B-](F)(F)F)c1,6,1.5,-0.7,0.5,7,9.7*,-3,2.8,-0.4,13,-1.1
COc1cc(CNC2CCCCCCC2)cc(Cl)c1OCC(N)=O,-7,-1.4,-2.5,0.2,-6,-1,0,1.8,-1.6,-2,-0.9
COc1ccc(N2CCN(C(=O)c3cccc(S(=O)(=O)N4CCc5ccccc54)c3)CC2)cc1,-2,-0.3,-2.0,-0.7,4,1,-1,3.5,-3.0,-9,-1.5
O=C(Nc1ccnn1C1CCN(Cc2cccc(OCCO)c2)CC1)C1CCCC1,-2,0.8,-0.1,0.0,-2,-1,-7,-1.2,0.5,0,-0.9
CCCCCC(=O)N=Nc1c(O)[nH]c2ccc([N+](=O)[O-])cc12,-2,-1.4,0.4,-0.7,4,1,-8,5.5,-0.2,2,-0.9
c1ccc(COC2CCCN(Cc3nc(Cc4ccccc4)no3)C2)cc1 (centres undefined),2,-1.7,-1.7,0.5,1,6,7,0.0,2.0,-2,-1.3
CCOc1ccccc1NC(=O)C1(S(=O)(=O)c2ccc(Cl)cc2)CC1,2,0.3,1.6,-0.2,0,1,1,-0.2,-1.5,-15,-1.0
COC(=O)c1cc(C(=O)c2cc(Br)ccc2O)coc1=N,-21,0.2,-0.1,-0.1,-21,-11,-41,1.1,-0.2,-8,-0.4
COc1ccc(C(=O)C2CCCN(Cc3cccn3-c3ccccn3)C2)c(OC)c1 (centres undefined),-3,-3.5,-3.7,-1.0,3,0,-4,0.2,-0.2,-1,-1.8
Cc1cc(NC(=O)c2ccccc2)ccc1NC(=O)c1ccccc1Cl,-3,-2.8,0.9,-0.9,-4,-3,-6,0.1,0.3,3,-1.8
O=C(O)c1cc(-c2ccco2)nn1-c1cccc(Cl)c1,-2,2.9,0.3,-0.2,-26,2,-11,4.5,-0.2,-6,-1.2
O=C(CSc1ccc(Cl)cc1)NNC(=O)c1cccnc1,-6,-0.1,0.8,-0.1,0,0,7,1.3,-0.1,1,-1.5
Nc1c(C(=O)Nc2ccccc2)nnn1-c1ccc2c(c1)OCCO2,-4,8.8*,-0.7,2.5,-6,3,-8,14*,-1.2,8,1.8*
CCN(CC)C(=O)COC(=O)C1=NN(c2cc(C)ccc2C)C(=O)CC1,1,0.5,0.6,0.1,-6,-2,-13,1.9,-0.2,7,-1.0
O=S(c1ccsc1)c1ccsc1,0,-1.9,0.5,-0.2,3,2,0,3.4,0.0,-1,-1.1
COc1ccc(C(C(=O)NC2CCCC2)N(CCCO)C(=O)c2snc(C(N)=O)c2N)cc1 (centres undefined),-57,2.0,0.5,-0.1,-78,-44,-152,0.3,0.0,0,-0.9

Compounds as they come (roughly 6.9% active in at least one column).
